LAP4-GFP MLPCN: modulators of LAP4-GFP expression in yeast, primary screen, S. cerevisiae, multiplex flow cytometry, MLPCN library; AID 2023, 2009; GFP response vs DMSO, % at 10 µM; actives 0.34% (n = 320,000); 3 h; median GFP as percent of DMSO wells;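 active means GFP response vs DMSO above a set limit, about the screen mean plus 3 SD, cut at about 150% in these data; inconclusive means under 70 cell events counted for the yeast strain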
GRK2 inh: compounds blocking aptamer binding on GRK2 – biochemical, human GRK2, bead flow cytometry, HTS, primary screen; Beta-adrenergic receptor kinase 1 (Homo sapiens), P25098; FAM-aptamer displacement from GRK2; inhibition of aptamer binding, % at 10 µM; actives 0.59% (n = 330,000); AID 488847, 2010;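 active means inhibition of aptamer binding above 40%, roughly 3 SD of noise, on plates passing a quality check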;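 further: median bead fluorescence of bound FAM aptamer so fluorescent compounds give negative values; no value below 0 was filed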
MEP2 TOR yeast: modulators of MEP2-GFP levels in yeast, primary screen, S. cerevisiae, multiplex flow cytometry, MLPCN library; AID 2016, 2009; actives 0.51% (n = 330,000); S. cerevisiae MEP2-GFP strain, 3 h; 100% = DMSO control level; GFP response vs DMSO, % at 10 µM;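 active means GFP response versus DMSO above a set limit, roughly screen mean plus 3 SD, cut at about 180% in these data; inconclusive means fewer than 70 cells counted for a yeast strain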;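 further: median GFP fluorescence of the barcode-gated MEP2-GFP cells per well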
VLA-4 inh: inhibition in human VLA-4 binding assay, primary screen, VLA-4 allosteric modulator project, MLPCN library, flow cytometry, VLA-4 expressing cells | Integrin alpha-4 (Homo sapiens), P13612 | ligand binding flow cytometry | inhibition, % (about 7 µM as worked out from the volumes in the protocol) | actives 0.2% (n = 330,000); in the data active means inhibition above about 50%
CIT2-GFP yeast: modulators of CIT2-GFP expression in yeast, primary screen, S. cerevisiae, GFP fusion, multiplex flow cytometry, MLPCN library; AID 2029, 2009; S. cerevisiae CIT2-GFP strain, 3 h; 100 means same as DMSO wells; actives 0.065% (n = 320,000); GFP response vs DMSO, % at 10 µM;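 active means GFP response relative to DMSO above a set limit, near the screen mean plus 3 SD, cut at about 150% in these data; inconclusive means Fewer than 70 cells measured for a yeast strain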;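 further: ratio of well median GFP fluorescence to mean of DMSO wells on the plate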
RPL19A-GFP yeast: RPL19A-GFP expression modulators in yeast, primary screen, cell-based, S. cerevisiae, multiplex flow cytometry, MLPCN. S. cerevisiae RPL19A-GFP strain, 3 h; stronger effect = lower value. percent response vs DMSO, % at 10 µM. actives 0.3% (n = 330,000). AID 2025, 2009;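 active means percent response vs DMSO below 50%; inconclusive means fewer than 70 events counted for the yeast strain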;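 further: median channel GFP fluorescence of the barcoded RPL19A-GFP strain; ratio of sample median GFP to plate DMSO average so 100% = DMSO; lower means less RPL19A-GFP as with rapamycin TOR inhibition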
GASC-1 inh: inhibitors of GASC-1 histone demethylase, primary screen, biochemical, fluorescence, DELFIA europium; actives 0.069% (n = 330,000); inhibition, % at 2.35 µM; GST-JMJD2C(1-420) H3K9me3 demethylation; AID 2099, 2009; Lysine-specific demethylase 4C (Homo sapiens), Q9H3R0;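 active means more than half of a compound's replicate wells show inhibition beyond 50%, single wells judged on their own value; inconclusive means some, but no more than half, of replicates pass 50% inhibition; inactive means no replicate passes 50% inhibition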;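 further: signal counts dimethyl H3K9 product captured on neutravidin plate; 0% = median of DMSO wells and 100% = 0.3 times that DMSO median; strong numbers were not always called active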
Target sequence (Q9H3R0 1-420 limits assumed): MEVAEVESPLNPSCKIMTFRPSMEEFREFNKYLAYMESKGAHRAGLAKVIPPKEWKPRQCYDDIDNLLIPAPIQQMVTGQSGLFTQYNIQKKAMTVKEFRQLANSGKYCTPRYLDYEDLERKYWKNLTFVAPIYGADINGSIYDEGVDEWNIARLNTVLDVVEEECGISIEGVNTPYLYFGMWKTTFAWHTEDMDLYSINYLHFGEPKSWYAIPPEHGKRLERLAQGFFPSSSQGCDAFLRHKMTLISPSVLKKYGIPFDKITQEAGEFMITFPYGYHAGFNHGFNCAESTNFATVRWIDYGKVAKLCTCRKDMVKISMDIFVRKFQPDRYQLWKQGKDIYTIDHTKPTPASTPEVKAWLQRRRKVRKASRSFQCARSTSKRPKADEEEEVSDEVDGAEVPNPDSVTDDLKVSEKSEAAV
AGP1 TOR yeast: modulators of AGP1-GFP expression in yeast TOR pathway, primary screen, cell-based, multiplex flow cytometry, S. cerevisiae, MLPCN library; 3 h; GFP as percent of DMSO wells; GFP response vs DMSO, % at 10 µM; actives 0.02% (n = 320,000); AID 2066, 2009;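 active means GFP response relative to DMSO above a set limit, near screen average plus 3 SD, cut at about 150% in these data; inconclusive means fewer than 70 cells counted for the yeast strain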;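 further: median GFP channel fluorescence of the gated AGP1 strain per well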
* marks the source's active call; other numbers are inactive results; i = inactive; u = inconclusive; x = no result given; & = joins results of further samples.

LAP4-GFP MLPCN	GRK2 inh	MEP2 TOR yeast	VLA-4 inh	CIT2-GFP yeast	RPL19A-GFP yeast	GASC-1 inh	AGP1 TOR yeast	compound
102	1	101	18	105	101	-12&0	103	COc1cc(C(=O)N(CCc2ccccc2)C2CC3CCC(C2)N3C)cc(OC)c1OC (stereo unspecified)
94	1	94	19	87	98	0	95	Cc1ccsc1/C=C1\SC(N)=NC1=O
95	2	94	-20	106	98	17	97	O=C(NN=C1C2CC3CC(C2)CC1C3)c1cc(Cl)ccc1O
106	2	103	-1	103	101	3	109	O=C1CC(Nc2cc(=O)[nH]c(=O)[nH]2)C(=O)N1c1ccccc1Cl (stereo unspecified)
97	3	95	8	95	93	-4	91	Cc1cc(C)cc(C(=O)N2CCN(c3ccccn3)CC2)c1
95	45*	99	2	98	96	1	100	O=Cc1nc(-c2ccccc2Cl)n2ccccc12
97	4	103	5	104	98	18	102	CC1CN(CC(=O)Nc2cccc(C(=O)Nc3cccc(C(F)(F)F)c3)c2)CC(C)O1 (stereo unspecified)
127	0	133	i	117	110	-1	111	CCOC(=O)C1CCCN(C2=NC(=O)/C(=C/c3ccc(N(C)C)cc3)S2)C1 (stereo unspecified)

LAP4-GFP MLPCN	GRK2 inh	MEP2 TOR yeast	VLA-4 inh	CIT2-GFP yeast	RPL19A-GFP yeast	GASC-1 inh	AGP1 TOR yeast	compound
97	4	107	-5	102	105	-4	100	COc1ccc(-n2nc(C(=O)NCc3ccco3)c3c4ccccc4n(C)c3c2=O)cc1
102	0	102	-3	95	93	-4	96	CCCCNC(=O)c1ccc(S(=O)(=O)c2ccc(Cl)cc2)c(NC(C)=O)c1
102	0	104	3	103	104	0	113	CN(Cc1ccccc1)C(=O)[C@@H]1CCCN1S(=O)(=O)c1ccc(Cl)cc1
117	2	101	x	94	101	-41	98	CC(C)c1cc(C(=O)Nc2sc3c(c2C#N)CCC3)no1
107	0	100	2	93	101	2	98	CCCCn1nnnc1SCC(=O)c1cc(Cl)ccc1OC
100	9	96	16	98	99	-3	100	COc1ccc(C(=O)C2CCCN(Cc3ccc4nonc4c3)C2)c(OC)c1 (stereo unspecified)
100	0	103	-3	96	97	6	89	COc1ccc(C2=Nn3c([n+](C)c4ccccc43)SC2)cc1
90	0	94	8	93	95	-9	93	COc1ccc(-n2ccnc2SCC(=O)Nc2ccccc2)cc1

LAP4-GFP MLPCN	GRK2 inh	MEP2 TOR yeast	VLA-4 inh	CIT2-GFP yeast	RPL19A-GFP yeast	GASC-1 inh	AGP1 TOR yeast	compound
101	1	100	17	95	109	-4	102	CCOC(=O)[C@H]1[C@H]2COc3ccc(Br)cc3[C@@H]2N2C(=O)CN(Cc3ccc(Cl)cc3)C(=O)[C@@]12C
100	2	97	0	88	93	52*	84	Clc1cccc(Cl)c1Cn1c(-c2cccnc2Cl)nc2ccccc21
126	3	104	-2	109	100	9	97	COc1ccc(C2=NC(C(F)(F)F)(C(F)(F)F)c3c(n(C)c(=O)n(C)c3=O)N2)cc1
88	0	82	-1	91	94	-3	97	COc1ccccc1CC(=O)Nc1ccc(S(=O)(=O)N2CCN(C)CC2)cc1
u	0	u	93*	u	u	3	u	CCn1c(-c2ccc(-c3ccccc3)cc2)c[nH]c1=S
125	1	106	-12	114	109	3	114	Cc1cccc(NC(=O)CCNS(=O)(=O)c2ccc3[nH]c(=O)oc3c2)c1
84	6	111	8	108	115	51*	111	Nc1nn2c(-c3ccccc3)cc(=O)[nH]c2c1N=Nc1ccc(O)cc1
108	0	114	12	107	109	-30	112	O=C(COc1ccc2ccccc2c1)Nc1cccc2c1C(=O)NC2=O

LAP4-GFP MLPCN	GRK2 inh	MEP2 TOR yeast	VLA-4 inh	CIT2-GFP yeast	RPL19A-GFP yeast	GASC-1 inh	AGP1 TOR yeast	compound
94	1	106	18	106	104	3	103	O=C(O)/C=C/C(=O)NNC(=O)c1ccc(Br)cc1
117	2	112	2	99	105	-3	102	COc1ccc2c(c1OC)C(=O)N(c1ccc(O)cc1)C2
96	0	105	3	103	104	-14	100	Cc1cccc(NC(=O)N2C3CCCC2CC(NC(=O)C(C)(C)C)C3)c1 (stereo unspecified)
74	2	101	3	86	108	-7	88	Cc1cccc(NC(=O)NC2CCCCCCC2)c1
95	0	107	2	109	109	7	104	O=C(CSc1ccc(Cl)cc1)Nc1cc(-c2nc3ncccc3o2)ccc1Cl
94	0	109	4	94	101	5	98	CC(=O)Nc1ccc(Cl)cc1C1COC(=O)C1=N (stereo unspecified)
105	0	101	9	93	100	-3	100	Nc1nonc1NC(=O)NN=C1CCCCC1
90	1	97	18	67	107	-3	79	CC(=O)NNc1nc2ccccc2s1

LAP4-GFP MLPCN	GRK2 inh	MEP2 TOR yeast	VLA-4 inh	CIT2-GFP yeast	RPL19A-GFP yeast	GASC-1 inh	AGP1 TOR yeast	compound
102	0	98	16	92	92	20	94	CCC(=O)c1cc(-c2nc3ccccc3n2C)n(C)c1
90	0	94	7	101	99	8	97	O=c1[nH]c(=S)[nH]nc1Cc1ccccc1
99	2	101	-2	104	90	6	97	O=C(c1cnccn1)N1CCN(C/C=C/c2ccccc2)CC1
114	0	111	-7	116	108	0	109	CCOC(=O)CNc1nc(-c2ccncc2)nc2ccccc12
107	3	135	2	102	96	35	86	COc1cccc(C(=O)NCC2CCCN(C3CCCCC3)C2)c1OC (stereo unspecified)
97	21	99	18	101	98	6	97	COc1ccccc1C(=O)Nc1ccccn1
99	0	104	8	96	99	-477	99	CCCn1c(N)c(C(=O)CSc2nc(N)cc(=O)[nH]2)c(=O)n(C)c1=O
104	2	103	2	98	95	x	99	CC(C)(C)c1cc(C(=O)NNC(=O)Nc2cccc(Cl)c2)n(Cc2ccccc2)n1

LAP4-GFP MLPCN	GRK2 inh	MEP2 TOR yeast	VLA-4 inh	CIT2-GFP yeast	RPL19A-GFP yeast	GASC-1 inh	AGP1 TOR yeast	compound
93	0	105	-3	89	91	8	88	O=C(Nc1ccc(F)c([N+](=O)[O-])c1)C(=O)c1c(O)[nH]c2ccccc12
x	0	98	4	95	95	19	96	CS(=O)(=O)c1ccc2nc(NC(=O)C3COc4ccccc4O3)sc2c1 (stereo unspecified)
107	1	107	-6	108	106	3	108	C=CCSc1n[nH]c(-c2cccs2)n1
104	0	97	13	97	93	41	89	CC(C)c1nnc(NC(=O)c2sc3ccccc3c2Cl)s1
106	1	109	11	104	113	-10	105	COc1ccc(C(=O)Nc2nc(C)c(C(C)=O)s2)cc1S(=O)(=O)N1CCOCC1
91	2	96	-4	82	97	-2	100	O=C(CN1CCN(c2cccc(Cl)c2)CC1)N1CCCC1
109	0	97	21	77	95	10	81	O=C(Nc1ccc(F)cc1)N1CCN(c2ccc(F)cc2)CC1
106	1	106	16	98	96	0	109	COc1cc(C(=O)Nc2cc(S(C)(=O)=O)ccc2Cl)ccc1OCC(=O)N1CCOCC1

LAP4-GFP MLPCN	GRK2 inh	MEP2 TOR yeast	VLA-4 inh	CIT2-GFP yeast	RPL19A-GFP yeast	GASC-1 inh	AGP1 TOR yeast	compound
101	2	97	9	100	99	0	101	Cc1ccc(NC(=O)CCC(=O)NNC(=O)c2ccco2)c(C)c1
94	0	116	-2	121	110	8	114	CCNc1nc(Oc2ccc(=O)[nH]n2)nc(N2CCOCC2)n1
104	4	102	-18	98	104	-22	98	CC1C(=O)N(Cc2ccccc2F)c2ccccc2N1C(=O)c1c(F)cccc1F (stereo unspecified)
100	0	100	14	94	98	22	97	Cc1nc(SCC(=O)N2CCC(C(N)=O)CC2)n[nH]1
110	0	112	5	105	105	-7	104	NC(=O)CN1CCOCCN(CC(N)=O)CCOCC1
100	0	109	19	104	102	5	99	CCOP(=O)(c1ccccc1)C(O)c1ccccc1 (stereo unspecified)
103	0	103	-14	106	101	x	105	CCOC(=O)c1sc2ncn(CC(=O)N(CC)CC)c(=O)c2c1C
88	12	103	6	106	110	10	101	Cc1cc(C)cc(C(=O)NCC(=O)OCC(=O)N2c3ccccc3NC(=O)C2(C)C)c1

Next section; the last 2 above are carried over.
LAP4-GFP MLPCN	GRK2 inh	MEP2 TOR yeast	VLA-4 inh	CIT2-GFP yeast	RPL19A-GFP yeast	GASC-1 inh	AGP1 TOR yeast	compound
103	0	103	-14	106	101	x	105	CCOC(=O)c1sc2ncn(CC(=O)N(CC)CC)c(=O)c2c1C
88	12	103	6	106	110	10	101	Cc1cc(C)cc(C(=O)NCC(=O)OCC(=O)N2c3ccccc3NC(=O)C2(C)C)c1
104	0	100	3	101	102	-2	104	COC(=O)CNC(=O)c1ccc(C)s1
97	1	95	6	95	96	7	94	CCOC(=O)c1c(S(=O)(=O)NCC(=O)Nc2ccc(F)cc2F)c(C)n(C)c1C
93	0	97	15	89	94	1	90	CC(C)(C)c1ccc(C(=O)NCc2nnc(SCC(=O)N3CCCc4ccccc43)n2-c2ccccc2)cc1
67	0	102	-1	93	110	5	91	Cc1ccc(/C=N/NC(=O)c2ccc(-n3cccc3)cc2)o1
87	0	106	4	90	104	20	97	O=C(N/N=C\C=C\c1ccco1)c1cc(-c2ccc3ccccc3c2)n[nH]1
94	0	94	6	78	92	-13	87	O=C(c1ccc(Oc2ccc(C(F)(F)F)cn2)cc1)N1CCN(c2ccccc2)CC1
103	3	105	7	96	97	-2	98	Cn1c(=O)c2c(ncn2CC(=O)N2CCCCCC2)n(C)c1=O
102	4	92	1	88	94	x	96	O=C(NC(=O)c1cc([N+](=O)[O-])ccc1Cl)C1=C(N2CCCC2)COC1=O

LAP4-GFP MLPCN	GRK2 inh	MEP2 TOR yeast	VLA-4 inh	CIT2-GFP yeast	RPL19A-GFP yeast	GASC-1 inh	AGP1 TOR yeast	compound
101	0	102	12	104	100	-3	101	CC(C)(CNS(=O)(=O)c1cccs1)N1CCOCC1
113	3	99	10	106	99	4	104	Cc1nc(SCc2ccc(C(=O)O)cc2)c2c(C)c(C)sc2n1
101	2	103	14	106	101	-7	108	Cc1ccc(NC(=O)Cc2n[nH]c(=S)n2C)cc1
100	2	99	11	97	103	33	97	CC1CCN(CC(=O)N2c3ccccc3CCc3ccccc32)CC1
90	0	98	0	100	100	3	90	O=C1C=C(NCCOC23CC4CC(CC(C4)C2)C3)C2(CCCCC2)O1
104	1	110	3	100	109	-3	97	O=C(O)c1ccccc1N/N=C/C1=C(N2CCOCC2)C(=C\c2ccccc2)/CC1
